Screening results from PubChem.
ALDH1A1 inh: inhibitors of human aldehyde dehydrogenase 1A1; P00352; Purified ALDH1A1, NADH fluorescence, propionaldehyde substrate; Potency, µM (series often up to 75.3 µM), for inactives: at the top dose activity, negative = inhibition, hits mostly inhibitors; actives 7.3% (n = 220,000); active = well fitted inhibition curve with a large enough effect, not every such curve was filed as active; inconclusive = small, poorly fitted or top-dose-only effect, or another doubt; inactive = no such curve, though single readings can be large or run the other way;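 also: plate controls were no enzyme wells and a reference inhibitor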
Epigenetic derep: derepresses silenced GFP reporter in murine cells | murine LDR cells, GFP reporter derepression, 30 h | Potency, µM (series often up to 53.9 µM), for inactives: at the highest dose GFP activation, most hits filed as activators | actives 0.2% (n = 280,000) | AID 1865; also: % of control where 0% means no effect; nearly all actives have a fitted effect of over 60% in size
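GFP-positive cell count by laser-scanning cytometry (objects 20–120 um) after 30 h, 37 C compound exposure of murine LDR cells; reporter is CMV-GFP integrated at a silenced locus, inducible by HDAC or DNMT inhibitors.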
aGlu spleen mod: inhibits or activates alpha-glucosidase in human spleen homogenate. human spleen homogenate, 4-MU-alpha-glucoside fluorescence. Potency, µM (titrated, usually from 79.9 µM), for inactives: at the highest dose activity change, negative = inhibition, hits mostly inhibitors. actives 0.006% (n = 240,000). AID 2112;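 also: 0% = enzyme with vehicle and -100% = no enzyme basal signal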
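Enzyme source: human spleen homogenate, 1 ug/well. Buffer 50 mM citric acid/K phosphate pH 5.0, 0.01% Tween-20. 4-MU-alpha-glucoside 1 mM; 37 C x 40 min; NaOH/glycine stop; fluorescence.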
GAA inhib: alpha-glucosidase (human) inhibition; purified human GAA, 4-MU-alpha-glucoside fluorescence; actives 0.005% (n = 200,000); Potency, µM (series often up to 76.9 µM), inactives show at the top dose activity change, negative = inhibition, hits mostly inhibitors; P10253;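 also: plate controls were uninhibited enzyme wells for no effect and no-enzyme background for full effect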
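AC50 values come from Hill fits of compound titrations (up to 77 uM) against 4 nM human enzyme. Substrate 4-methylumbelliferyl-alpha-D-pyranoside at 400 uM, pH 5.0 citrate buffer, 20 min room temperature; fluorescence Ex 365/Em 440 after alkaline stop.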
aGal spleen mod: alpha-galactosidase A (human) modulation; human spleen homogenate, 4MU-alpha-Gal fluorescence, 40 min; Potency, µM (doses to about 80 µM), for the others: at the top dose activity change, negative = inhibition, most hits filed as inhibitors; AID 2107; actives 0.008% (n = 240,000);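 also: 0% = enzyme with vehicle and -100% = no enzyme basal signal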
Target sequence (P06280 32-429 limits assumed): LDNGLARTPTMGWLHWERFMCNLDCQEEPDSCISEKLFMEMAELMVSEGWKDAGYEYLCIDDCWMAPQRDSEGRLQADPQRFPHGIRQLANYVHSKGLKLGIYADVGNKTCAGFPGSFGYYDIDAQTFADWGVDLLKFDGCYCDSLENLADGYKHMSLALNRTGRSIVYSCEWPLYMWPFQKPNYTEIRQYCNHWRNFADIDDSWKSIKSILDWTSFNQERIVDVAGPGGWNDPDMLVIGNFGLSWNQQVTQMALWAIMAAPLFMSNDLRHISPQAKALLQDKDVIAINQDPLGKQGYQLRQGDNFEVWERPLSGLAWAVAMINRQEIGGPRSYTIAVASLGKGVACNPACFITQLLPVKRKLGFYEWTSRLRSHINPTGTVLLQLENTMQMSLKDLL
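Inhibition or activation of alpha-galactosidase in human spleen homogenate is scored by 4-MU fluorescence after 40 min at 37C, pH 5.0, with 1 mM substrate. AC50s come from concentration-response fitted to the Hill equation.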
NPSR antag: blocks cAMP signaling of the human neuropeptide S receptor. CHO-NPSR cells, cAMP TR-FRET, antagonist mode. actives 1% (n = 220,000). AID 1461. Potency, µM (top dose mostly 38.3 µM), for inactives: at the highest dose activity change, negative = inhibition, actives largely listed as inhibitors. Q6W5P4; also: % is scaled to controls: 0 for no effect and ±100 for the full control effect; nearly all actives have a fitted effect of over 50% in size; many of its hits are not listed in these tables
Target sequence (Q6W5P4 whole entry, looked up): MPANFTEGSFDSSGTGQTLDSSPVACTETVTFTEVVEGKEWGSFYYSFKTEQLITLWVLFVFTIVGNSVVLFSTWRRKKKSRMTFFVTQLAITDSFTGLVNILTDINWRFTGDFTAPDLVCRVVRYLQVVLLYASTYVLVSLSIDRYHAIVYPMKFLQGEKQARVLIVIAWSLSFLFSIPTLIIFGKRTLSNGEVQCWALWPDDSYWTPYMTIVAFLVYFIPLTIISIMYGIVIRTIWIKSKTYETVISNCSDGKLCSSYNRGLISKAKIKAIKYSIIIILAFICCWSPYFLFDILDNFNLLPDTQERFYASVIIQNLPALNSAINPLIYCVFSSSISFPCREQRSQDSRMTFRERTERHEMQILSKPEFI
Tau fluor counter: counter-screen for tau fibril formation inhibitors | tau K18 P301L Alexa594 fluorescence, heparin fibrillization | Potency, µM (titrated, usually from 57.7 µM), without a hit: top-dose activity change, negative = decrease | actives 0.93% (n = 280,000) | AID 1463; also: % is scaled to controls: 0 for no effect and ±100 for the full control effect; nearly all actives have a fitted effect of over 55% in size
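Human tau K18 P301L (15 uM unlabeled, 0.24 uM Alexa 594-labeled) in 100 mM sodium acetate pH 7 with 20 uM heparin, 6 hr at 37 C. ThT 30 uM added, 1 hr ambient; Alexa 594 FP and total fluorescence read at 555/632 nm.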
GAA glycogen mod: inhibitors or activators of human alpha-glucosidase glycogen cleavage. P10253. recombinant GAA, glycogen substrate, Amplex Red glucose oxidase fluorescence. Potency, µM (titrated, usually from 76.4 µM), without a hit: at the highest dose activity change, negative = inhibition, usual class: inhibitors. actives 0.38% (n = 300,000);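 also: 0% = full enzyme reaction and -100% = no-enzyme basal signal; the screen sought inhibitors and activators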
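Recombinant human enzyme (4 nM); glycogen substrate; 37 C, 40 min, pH 5.0. Readout: coupled glucose oxidase/Amplex Red fluorescence.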
* marks the source's active call; other numbers are inactive results; ? = inconclusive; . = not tested or not shown; & = joins results of further samples; ! = not active in a repeat; [ ] = dose if it differs, or a comment. Unless noted, calls follow the shape of the dose curve; as a rule, active = well fitted curve in the direction sought with a large enough effect; inconclusive = small, poorly fitted or top-dose-only effect, or another doubt; inactive = no such curve, though single readings can be large; an effect the other way counts as inactive or inconclusive. Potency is read from the fitted curve at half-maximal effect.

SMILES	ALDH1A1 inh	Epigenetic derep	aGlu spleen mod	GAA inhib	aGal spleen mod	NPSR antag	Tau fluor counter	GAA glycogen mod
NC(N)=O	7%	-1.3%	-9%&-2%	.	-3%&2%	.	-8%	.
COc1ccc(C[C@H]2COC(=O)[C@@H]2Cc2ccc(OC3OC(CO)C(O)C(O)C3O)c(OC)c2)cc1OC (some centres not stated)	-1%	0.2%	-3%	-6%[15.4 µM]	-3%	-8%	-6%	2%
CC(C)(CO)[C@H](O)C(=O)NCCC(=O)O	-12%[20.9 µM]	1.4%[16.9 µM]	-6%[29.1 µM]	.	4%[29.1 µM]	.	.	.
Oc1cc2c(cc1O)[C@H]1c3ccc(O)c(O)c3OC[C@@]1(O)C2	-12%	-1.1%	-4%&4%	.	2%&4%	.	?	.
NOCC(=O)O	11%	-0.2%	-4%	.	-6%	-19%[46.1 µM]	2%	.
Cc1cncn1CCc1nc2c3ccccc3nc(SCC(=O)Nc3cccc(Cl)c3)n2n1	2%	9.1%&-1.6%	0%	4%	-4%	-11%	?	5%
CCOC(N)=O	-8%	2.7%	5%	.	10%	.	-6%	.
CCCCC(=O)O[C@@]1(C(=O)CO)C(C)CC2C3CCC4=CC(=O)C=C[C@@]4(C)[C@]3(F)C(O)C[C@]21C (some centres not stated)	-2%	0.0%	1%	.	-11%	.	-22%	.
CCCc1nc(C(C)(C)O)c(C(=O)O)n1Cc1ccc(-c2ccccc2-c2nn[nH]n2)cc1	.	-1.1%	-6%	6%[15.4 µM]	-5%	3%	-2%	7%
C[C@@H](C(=O)O)c1ccc(C(=O)c2cccs2)cc1	-1%[20.9 µM]	1.1%[16.9 µM]	8%[29.1 µM]	.	3%[29.1 µM]	.	.	.
Cc1ccc(=O)n(-c2ccccc2)c1	-7%	1.1%&1.1%	-12%&-3%	.	3%&0%	-3%[46.1 µM]	-7%&-1%	.
CCc1ccc(CCOc2ccc(CC3SC(=O)NC3=O)cc2)nc1 (configuration not stated)	4%	1.1%&0.8%	3%&-4%	.	-18%&4%	.	-5%&-10%	.
Oc1ccc(C2CNCCc3c2cc(O)c(O)c3Cl)cc1 (configuration not stated)	?	-1.2%&0.0%	-17%&4%	.	?	-16%[46.1 µM]	-17%&-12%	.
CCN(CC)CCOC(=O)c1ccc(N)cc1	2%	-1.2%	-10%	.	-6%	?	2%&-8%	-2%[76.3 µM]
C1CCC(C(C[C@@H]2CCCCN2)C2CCCCC2)CC1	?	-1.1%[16.9 µM]	7%[29.1 µM]	.	7%[29.1 µM]	.	.	.
C[C@H](N[C@@H](C)COc1ccccc1)[C@H](O)c1ccc(O)cc1	1%[20.9 µM]	-1.4%[16.9 µM]	5%[29.1 µM]	.	7%[29.1 µM]	.	.	.
CC(=O)CCCCn1c(=O)c2c(ncn2C)n(C)c1=O	7%	-1.5%	-5%	-5%&-10%[15.4 µM]	3%	1%[46.1 µM]	-10%&3%&-7%&-5%	6%&5%
CC1CC2C3CCC4=CC(=O)C=C[C@]4(C)[C@@]3(Cl)C(O)C[C@]2(C)C1(OC(=O)c1ccco1)C(=O)CCl (some centres not stated)	-1%	1.3%	5%	.	7%	.	-21%	.
CNC1C(O)C2OC3OC(C)CC(=O)[C@@]3(O)O[C@H]2[C@H](NC)C1O (some centres not stated)	2%	0.0%	-13%	.	1%	.	-10%	.
COc1ccc(C2CNC(=O)C2)cc1OC1CCCC1 (configuration not stated)	-1%&-1%&-1%&-3%	1.1%&-0.1%&0.0%&0.7%&0.0%&0.0%	-3%&-2%&1%&-5%&-4%&-16%&-4%	0%&-2%&-6%[15.4 µM]	4%&3%&-12%&1%&6%&2%&0%	23%	-5%&-3%&3%&-4%&-8%&-5%	-2%&3%&0%
C=CC[n+]1ccc(/C=C2\C=Cc3cc(C)ccc3N2CC)c2ccccc21	?	-3.5%	-2%	0%	-4%	?	-18%	-4%
CCCCCC(=O)O[C@]1(C(C)=O)CC[C@H]2[C@@H]3CCC4=CC(=O)CC[C@]4(C)[C@H]3CC[C@@]21C	-13%	2.4%	-6%	0%[15.4 µM]	-15%	10µM*	-14%	-7%
CN1CCO[C@H](c2ccccc2)c2ccccc2C1	10%[20.9 µM]	4.1%[16.9 µM]	-2%[29.1 µM]	.	9%[29.1 µM]	.	.	.
O=C(c1ccccc1)c1ccc2n1CC[C@H]2C(=O)O	-4%[20.9 µM]	1.1%[16.9 µM]	8%[29.1 µM]	.	-4%[29.1 µM]	.	.	.
CCCCCCCCCCCCCCC[C@H](O)[C@@H](N)CO	7%&-1%	0.0%&10%	-12%&-3%	.	-10%&-8%	.	-4%&3%	.
O=C(O)c1cccnc1Nc1cccc(C(F)(F)F)c1	-6%	-3.9%	-1%	2%[15.4 µM]	-2%	-56%	-14%&-14%&-14%&0%&-13%	7%
N#Cc1ccc(C(c2ccc(C#N)cc2)n2cncn2)cc1	5%[20.9 µM]	0.0%	-5%	0%[15.4 µM]	-14%	4%	-13%	6%
C#C[C@@]1(O)CC[C@@H]2[C@@H]3CCC4=CC(=O)CC[C@@H]4[C@H]3CC[C@]21CC	-9%[20.9 µM]	1.0%[16.9 µM]	4%[29.1 µM]	.	-1%[29.1 µM]	.	.	.
CC1O[C@@H](O[C@H]2C(Oc3cc(O)c4c(=O)cc(-c5ccc(O)cc5)oc4c3)OC(CO)C(O)C2O)C(O)C(O)C1O (some centres not stated)	2%	-3.6%	-1%	.	4%	.	-8%	.
CCn1cc(C(=O)O)c(=O)c2cnc(N3CCNCC3)nc21	2%	-1.2%	10%	2%[15.4 µM]	-9%	7%	-5%&-17%	8%

Record cards, from the list above:
CC1CC2C3CCC4=CC(=O)C=C[C@]4(C)[C@@]3(Cl)C(O)C[C@]2(C)C1(OC(=O)c1ccco1)C(=O)CCl (some centres not stated) is listed with ALDH1A1 inh: -1%; Epigenetic derep: 1.3%; aGlu spleen mod: 5%; GAA inhib: .; aGal spleen mod: 7%; NPSR antag: .; Tau fluor counter: -21%; GAA glycogen mod: .
Oc1cc2c(cc1O)[C@H]1c3ccc(O)c(O)c3OC[C@@]1(O)C2 is listed with ALDH1A1 inh: -12%; Epigenetic derep: -1.1%; aGlu spleen mod: -4%&4%; GAA inhib: .; aGal spleen mod: 2%&4%; NPSR antag: .; Tau fluor counter: ?; GAA glycogen mod: .
Oc1ccc(C2CNCCc3c2cc(O)c(O)c3Cl)cc1 (configuration not stated) is listed with ALDH1A1 inh: ?; Epigenetic derep: -1.2%&0.0%; aGlu spleen mod: -17%&4%; GAA inhib: .; aGal spleen mod: ?; NPSR antag: -16%[46.1 µM]; Tau fluor counter: -17%&-12%; GAA glycogen mod: .

(more compounds)
SMILES	ALDH1A1 inh	Epigenetic derep	aGlu spleen mod	GAA inhib	aGal spleen mod	NPSR antag	Tau fluor counter	GAA glycogen mod
CC(=O)OCC(=O)[C@@]1(O)CC[C@@H]2[C@H]3CCC4=CC(=O)C=C[C@]4(C)[C@]3(F)[C@@H](O)C[C@@]21C	18%[20.9 µM]	2.4%[16.9 µM]	-2%[29.1 µM]	.	22%[29.1 µM]	.	.	.
C=C1c2cccc(O)c2C(O)=C2C(=O)[C@]3(O)C(O)=C(C(N)=O)C(=O)C(N(C)C)C3C(O)C12 (some centres not stated)	7%	0.0%	0%	.	10%	.	-20%	.
CC(=O)Nc1ccc(CC(=O)O)cc1	.	-0.1%	-2%	-10%[15.4 µM]	1%	51%	-2%	3%
CCCCNc1ccc(C(=O)OCCOCCOCCOCCOCCOCCOCCOCCOCCOC)cc1	-1%[20.9 µM]	-1.4%[16.9 µM]	-7%[29.1 µM]	.	-1%[29.1 µM]	.	.	.
O=c1oc2c(O)c(O)cc3c(=O)oc4c(O)c(O)cc1c4c23	-7%&-3%&2%	5.1%&2.5%&2.4%	-6%&1%&-17%	-8%[15.4 µM]	-7%&2%&2%	10%	?	?
CN[C@H]1[C@@H](O)[C@@H](NC)[C@@H]2O[C@@]3(O)C(=O)C[C@@H](C)O[C@H]3O[C@H]2[C@H]1O	-3%[20.9 µM]	1.4%[16.9 µM]	9%[29.1 µM]	.	19%[29.1 µM]	.	.	.
Cc1cccc2c1NC(=O)C2(c1ccc(O)cc1)c1ccc(O)cc1	8%	-0.9%	-1%	10%	-15%	-23%[46.1 µM]	-2%	0%
CCCCNc1ccc(C(=O)OCCN(C)C)cc1	1%	-0.1%	1%	-9%[15.4 µM]	3%	-12%[46.1 µM]	-2%&-2%&12%	14%
CN1CCCN=C1COC(=O)C(O)(c1ccccc1)C1CCCCC1 (configuration not stated)	4%&12%	-1.2%&-1.3%	3%&0%	-9%[15.4 µM]	2%&-6%	14%	-9%&-6%	5%
CC(=O)O[C@]1(C(C)=O)CC[C@@H]2[C@@H]3C=C(Cl)C4=CC(=O)[C@H]5C[C@@H]5[C@]4(C)[C@H]3CC[C@]21C	5%[20.9 µM]	1.1%[16.9 µM]	1%[29.1 µM]	.	-4%[29.1 µM]	.	.	.
CN(C)CCCC1(c2ccc(F)cc2)OCc2cc(C#N)ccc21 (configuration not stated)	?	0.3%&-0.1%&0.0%	1%&4%&-3%	-6%&1%[15.4 µM]	-1%&0%&-1%	3%&4%	-8%&0%&-3%	3%&0%
C/C=C/C(=O)N(CC)c1ccccc1C	-1%	-0.3%&1.1%	-5%&2%	2%[15.4 µM]	-18%&8%	14%	-14%&-5%	-7%
COc1cc(N)c(Cl)cc1C(=O)N[C@H]1CCN(CCCOc2ccc(F)cc2)C[C@@H]1OC	14%	3.0%	-18%	.	-7%	.	-18%	.
N[C@@H](Cc1c[nH]c2ccc(O)cc12)C(=O)O	28µM*!	3.5%&1.1%	0%&8%&-5%	.	0%&-11%&1%	?	?	.
CC(C)=CCOc1c2ccoc2cc2oc(=O)ccc12	?	2.4%	3%	-2%	0%	0%	-16%	0%
CC[C@H](NC(C)C)[C@H](O)c1ccc(O)c2[nH]c(=O)ccc12	2%&6%	0.0%&-0.2%	4%&-5%	.	3%&7%	.	-1%&-6%	.
C1COC(NC(C2CC2)C2CC2)=N1	9%	-1.7%	-5%	-3%[15.4 µM]	-5%	-5%	-12%&-7%&-2%&-1%	2%
Oc1ccc2c(c1)OCC1(O)Cc3cc(O)c(O)cc3C21 (configuration not stated)	28µM*	2.7%	12%	.	18%	.	?	.

This is a subset. The share of hits here may be higher or lower than overall.
